PAX8 inh HTS – inhibitors of PAX8 transcriptional activity in RMG-I cells; inhibition, % at 12.6 µM; RMG-I TPO-luciferase reporter, SteadyGlo, 24 h; 360,000 tested, 1.2% active; AID 652154;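 active = mean replicate inhibition at least 60% with every replicate also reaching 60%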;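 also: luciferase light reporting Pax8 driven TPO promoter activity; plate controls were median of neutral control wells for no effect and mitoxantrone controls for full effect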
EWS-Fli block – inhibitors of EWS/Fli oncoprotein transcriptional activity; inhibition, % at 12.6 µM; 350,000 tested, 0.67% active; A673 NR0B1-luciferase reporter, viability-normalised;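 active = mean inhibition of at least 50% after viability correction, with every replicate also passing that limit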;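 also: firefly luciferase signal divided by Alamar Blue viability fluorescence both relative to DMSO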
FN deposition inh – fibronectin deposition inhibition. AH1F fibroblasts, Alexa488-fibronectin deposition fluorescence, overnight. inhibition, % at 12.6 µM. 350,000 tested, 0.086% active. AID 743247;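 active = mean inhibition across replicates of 30% or more, regardless of how many single replicates reach that level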;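 also: positive control wells lacked labelled fibronectin entirely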
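Material: AH1F fibroblast monolayer depositing Alexa488-labelled fibronectin into matrix | Input: 10000 AH1F cells/well | Medium: DMEM plus 2% serum, read in PBS | Reagent: Alexa488-fibronectin, 24 nM final in well | Compound dosing: One dose per compound, pinned | Schedule: 1 h adhesion, overnight exposure | Measured by: Fluorescence at 485 nm excitation, 525 nm emission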
PGC1a acetyl inh – PGC1a acetylation modulation, inhibitor mode | U2OS PGC1a acetylation, AlphaScreen anti-acetyl-lysine; with virally co-expressed GCN5 acetyltransferase | inhibition, % at 15.6 µM | 350,000 tested, 0.17% active;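 active = every replicate shows inhibition of at least 40%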;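 also: 0% = neutral control wells and 100% = positive control wells; some results beyond the cut were filed as inactive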
Casp6 inh – inhibitors of human caspase-6; P55212; purified caspase-6, Z-VEID-R110 cleavage fluorescence; inhibition, % at 12.5 µM; 350,000 tested, 0.53% active;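 active = mean inhibition across replicates at least about 35%, with every replicate also reaching that limit, limit read from the data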;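 also: 0% = median of neutral control wells and 100% = no fluorescence left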
Target sequence (P55212 24-179 limits assumed): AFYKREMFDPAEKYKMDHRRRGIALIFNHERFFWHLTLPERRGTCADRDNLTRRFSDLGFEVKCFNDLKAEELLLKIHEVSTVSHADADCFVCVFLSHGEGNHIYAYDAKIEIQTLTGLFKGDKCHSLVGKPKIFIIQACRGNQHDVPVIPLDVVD
Target sequence (P55212 194-293 limits assumed): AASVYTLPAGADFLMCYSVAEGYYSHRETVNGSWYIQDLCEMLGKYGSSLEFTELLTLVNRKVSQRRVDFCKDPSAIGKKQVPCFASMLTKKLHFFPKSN
LGR2 antag – inhibitors of bursicon-induced Drosophila LGR2 receptor cAMP signaling | 380,000 tested, 0.35% active | inhibition, % at 9.99 µM | HEK293 LGR2, CRE-luciferase, bursicon-stimulated, 4 h;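 active = drop in luminescence signal, shown as inhibition above about 50% in the replicate tests, limit read from the data, passing the limit was not always enough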;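 also: agonist challenge used bursicon conditioned medium at about half maximal strength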
Cneo AK release – Cryptococcus neoformans lysis via adenylate kinase release; C. neoformans lysis, adenylate kinase release luminescence, 4 h; normalised: neutral wells 0, clomiphene wells 100; 360,000 tested, 0.2% active; lysis activity, % at 15 µM;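 active = mean lysis activity across replicates of at least 80%, whatever share of replicates individually reach that level; inactive = mean lysis activity below 80%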
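Signal: Adenylate kinase release luminescence | Assay system: Log-phase Cryptococcus neoformans yeast cells | Input: Cells at 5 × 10^6 per mL | Buffer or medium: Fresh YPD growth medium | Compound: Single dose | Schedule: Static 4 h at 37 °C with compound, 1 h detection | Controls: Clomiphene | Read-out: Luminescence rise reflecting yeast cell lysis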
miR-122 sensor – inhibitors of miR-122 in Huh7 cells; Huh7 miR-122 Renilla luciferase sensor, 48 h; neutral wells = 0, positive control = 100; 340,000 tested, 0.3% active; AID 602342; activation (reporter increase), % at 12.5 µM;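 active = mean replicate activation score at least 90 and every replicate individually at or above 90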;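 also: higher luciferase means less miR-122 activity so hits act as miR-122 inhibitors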
An asterisk follows results filed as active; . = not tested or not shown; [ ] = remark or other dose.

SMILES | PAX8 inh HTS | EWS-Fli block | FN deposition inh | PGC1a acetyl inh | Casp6 inh | LGR2 antag | Cneo AK release | miR-122 sensor
Cc1[nH]nc(N)c1-c1ccccc1 | 0 | 3 | . | 3 | -2 | 7 | . | .
O=C(C[C@@H]1C=C[C@H](NC(=O)c2ccccc2)[C@@H](CO)O1)NCc1ccc(Oc2ccccc2)cc1 | -22 | 1 | -12 | -16 | -3 | 29 | 39 | 6[16.7 µM]
CCOc1ccc2c(c1)/C(=C(\C(Cl)=C(Cl)Cl)[N+](=O)[O-])N2 | 2 | 8 | . | . | 2 | 8 | . | .
CCOC(=O)N1CCN(c2nc(N(c3ccccc3)c3ccccc3)nc(-n3ccnc3)n2)CC1 | -16 | 11 | -1 | . | -2 | -11 | . | .
CC(Sc1ncc(C(F)(F)F)cc1Cl)C(=O)NCC1CCCO1 (centres undefined) | 8 | 13 | -5 | -5 | 2 | 17 | . | .
C[C@H]1CN([C@@H](C)CO)C(=O)Cc2cc(NC(=O)Nc3ccc4c(c3)OCO4)ccc2O[C@H]1CN(C)Cc1ccc(-c2ccccc2)cc1 | -5 | 0 | . | -7 | 2 | 7 | 0 | -7[16.7 µM]
O=C1COc2ccc(C(=O)COC(=O)c3cnc(Cl)c(Cl)c3)cc2N1 | -4 | -1 | 23 | . | 0 | -3 | . | .
COC(=O)CC1C(=O)NCCN1C(=O)c1ccc(Cl)cc1 (centres undefined) | -3 | 7 | -9 | 4 | 1 | 8 | 2 | -4
COc1cccc(-c2ncc3ccccc3c2COC(=O)c2ccc(C(F)(F)F)cc2)c1 | -6 | -13 | -4 | 9 | -1 | -28 | 0 | -3
O=C(CN1C(=O)c2cccc3cccc(c23)C1=O)N1CCCCCC1 | . | 11 | . | -21 | 0 | -9 | 0 | 0
Cn1nc(C(F)(F)F)c(-c2cccc(C(F)(F)F)c2)c1NC(=O)c1cccnc1 | 19 | 5 | 6 | 11 | -3 | 16 | 0 | 7
CCOc1ccc(C2=C(C=C(C#N)C#N)C(c3ccccc3)c3ccccc3O2)cc1 (centres undefined) | 35 | 13 | -2 | . | 2 | 15 | -1 | -14
O=C(NC1CCCC1)C(=O)N(Cc1cccnc1)C(C(=O)NC1CCCC1)c1ccco1 (centres undefined) | -5 | 5 | 1 | -2 | 0 | -14 | . | .
COC(=O)C1=CN(c2ccc(F)cc2)C=C(C(=O)OC)C1c1cccc(Br)c1 | -1 | -8 | -4 | . | -1 | 9 | -2 | 2
CCc1ccc(-c2cn3nc(C)c(C)nc3n2)cc1 | . | . | -7 | -3 | . | . | -3 | -1
Cn1c(-c2ccncc2)nc2ccccc21 | 5 | 3 | 5 | 10 | 0 | 10 | 4 | -1
O=C(NCCc1ccccc1)c1noc2c1CCCCC2 | . | . | 3 | 7 | . | -13 | -2 | 7
Cc1ccsc1/C=N/Nc1cccc(C(=O)O)c1 | 90* | 66* | 8 | . | 7 | 88* | . | .
Cc1cccc(C)c1NC(=O)CS(=O)CC(=O)NCCCc1ccccc1 (centres undefined) | . | . | . | -4 | 1 | -6 | 0 | 1
O=C(COC(=O)Cc1cccs1)NCc1ccc(F)cc1 | -2 | -3 | 3 | 2 | 1 | 0 | 1 | -2
COc1ccc(CNc2cc(C)ccn2)c(O)c1 | 16 | -4 | -6 | . | 1 | -9 | -2 | 2
CCOc1ccccc1NC(=O)CSc1nc2ccccc2nc1N1CCCC1 | 18 | 21 | -1 | -27 | 0 | 6 | -1 | 4
C[C@H](CO)N1C[C@H](C)[C@@H](CN(C)C(=O)c2cccnc2)Oc2cc(C3=CCCC3)ccc2S1(=O)=O | . | 4 | 6 | 6 | 0 | 4 | 1 | 9[16.7 µM]
CCOc1cc(CNCc2ccncc2)cc(Br)c1OCc1ccc(F)cc1 | . | . | -6 | -5 | . | . | 0 | -11
COC(=O)c1cccc2c([N+](=O)[O-])c(NC(C)=O)cc(C(=O)OC)c12 | -6 | 4 | -2 | . | -1 | 4 | . | .
CCN(C[C@H]1N[C@@](Cc2ccccc2)(C(=O)OC)[C@H]2C(=O)N(Cc3ccccc3)C(=O)[C@@H]12)C(=O)C1CCCCC1 | -9 | 3 | -1 | . | -1 | . | -2 | .
O=c1[nH]n(-c2ccc(F)cc2)c2ncccc12 | -14 | . | 4 | -14 | . | . | -1 | -14
O=C(CC1NC2CCCCC2NC1=O)Nc1ccc2c(c1)OCO2 (centres undefined) | 13 | . | 1 | . | . | . | 1 | -4
O=c1[nH]c(=S)[nH]c2c1C(c1ccc(Cl)cc1)OC(CCc1ccccc1)C2 (centres undefined) | -7 | 8 | -11 | -2 | 4 | . | 3 | 1
Cc1noc(C)c1NC(=O)N(C)C[C@H]1Oc2ncc(C#CCC(C)C)cc2C(=O)N([C@@H](C)CO)C[C@H]1C | -6 | 4 | . | 1 | -1 | 16 | 0 | 2[16.7 µM]
COc1ccccc1N1CCN(C(=O)/C=C/c2cccc([N+](=O)[O-])c2)CC1 | 0 | -17 | 2 | . | 2 | -16 | . | .
CC(C)(C)n1c(O)c2ccc(C(=O)N=NC(=O)c3ccccc3)cc2c1O | -5 | -14 | . | -1 | 5 | 7 | 3 | -6
CCOC(=O)C1=C(N)Oc2c(c(=O)[nH]c3ccccc23)C1c1ccccc1 (centres undefined) | . | . | 3 | -8 | . | . | -1 | -14
CCCC(=O)Nc1ccc2c(c1)C(=O)N(C)[C@H]1CC[C@@H](CC(=O)NCCc3ccncc3)O[C@@H]1CO2 | -21 | -6 | 1 | -6 | 3 | 3 | 0 | 2[16.7 µM]
CCOC(=O)c1ccc2c(c1)N(C)C(=O)c1ccccc1S2 | . | . | . | 6 | -2 | -22 | -5 | -2
C[C@@H]1CN([C@H](C)CO)C(=O)c2cc(NC(=O)Nc3ccccc3)ccc2O[C@H]1CN(C)C(=O)NC1CCCCC1 | -4 | -7 | . | -1 | 3 | -16 | -2 | 5[16.7 µM]
COCCn1c(SCC(=O)Nc2ccc(OC)c(S(N)(=O)=O)c2)nc2ccccc21 | 20 | 4 | 2 | 5 | -4 | -5 | -1 | 3
COC(=O)c1ccccc1Sc1snnc1C | -11 | 6 | -7 | . | -1 | -1 | . | .
COc1ccc(C(=O)OCC(=O)N2c3ccccc3CC2C)cc1S(=O)(=O)N1CCOCC1 (centres undefined) | -7 | -4 | 1 | 0 | -1 | -3 | -1 | -4
COc1cccc(CC(=O)NNC(=O)c2c(-c3ccccc3)noc2C)c1 | 2 | 1 | 8 | -1 | 0 | 7 | 3 | -4
Cc1cc(C)c(S(=O)(=O)N2CCCC(C(=O)NCc3cccnc3)C2)c(C)c1 (centres undefined) | 7 | . | . | 2 | 2 | 7 | -2 | .
CCN(CC)CCNC(=O)/C(=N\O)c1ccccn1 | 5 | 16 | 1 | 2 | -2 | -11 | . | .
Cc1ccc(S(=O)(=O)Nc2ccc3c(c2)C(=O)N([C@H](C)CO)C[C@H](C)[C@@H](CN(C)Cc2ccc(Cl)c(Cl)c2)O3)cc1 | . | -6 | . | -8 | -1 | 11 | -4 | 7[16.7 µM]
O=C(CN1C(=O)NC2(CCCC2)C1=O)OCCOc1cccc(Br)c1 | -9 | 2 | 6 | 1 | -1 | 1 | . | -2
CCn1c(-c2ccccc2)csc1=Nc1ccc(O)cc1 | -158 | -19 | -1 | . | 5 | -119 | . | .

Profiles, looked up by structure. Order of values: PAX8 inh HTS | EWS-Fli block | FN deposition inh | PGC1a acetyl inh | Casp6 inh | LGR2 antag | Cneo AK release | miR-122 sensor
CCOC(=O)C1=C(N)Oc2c(c(=O)[nH]c3ccccc23)C1c1ccccc1 (centres undefined) across the screens: . | . | 3 | -8 | . | . | -1 | -14
COC(=O)c1ccccc1Sc1snnc1C across the screens: -11 | 6 | -7 | . | -1 | -1 | . | .

(more compounds)
SMILES | PAX8 inh HTS | EWS-Fli block | FN deposition inh | PGC1a acetyl inh | Casp6 inh | LGR2 antag | Cneo AK release | miR-122 sensor
O=C(O)CC1(CC(=O)Nc2cc(C(F)(F)F)cc(C(F)(F)F)c2)CCCCC1 | 8 | 4 | -4 | 21 | -5 | -1 | -1 | -10
Cc1cc(C(=O)Nc2cccc3c2O[C@H](CN(C)Cc2ccccc2)[C@H](C)CN([C@@H](C)CO)C3=O)n(C)n1 | 7 | -1 | . | . | 1 | -7 | -3 | 3[16.7 µM]
Nn1c(SCC(=O)Nc2ccc3c(c2)OCCO3)nnc1-c1ccncc1 | . | . | 2 | -1 | -8 | -16 | -1 | 5
C[C@@H]1CN([C@H](C)CO)C(=O)c2cc(NC(=O)CCCCCC(=O)Nc3ccccc3N)ccc2O[C@@H]1CN(C)Cc1ccncc1 | . | 7 | . | -1 | -3 | 8 | 1 | -4[16.7 µM]
CCCN1CCC(=O)N(CCO)CC1 | 9 | -16 | 3 | 2 | -4 | -2 | -1 | -3
C[C@@H]1CN([C@@H](C)CO)S(=O)(=O)c2ccc(C3=CCCCC3)cc2O[C@H]1CN(C)S(=O)(=O)c1ccc(F)cc1 | . | 32 | . | -27 | -1 | 16 | -13 | 5[16.7 µM]
CN1C(=O)c2cc(NC(=O)c3ccccc3Cl)ccc2OC[C@@H]2O[C@H](CC(=O)NCC(F)(F)F)CC[C@@H]21 | -5 | -3 | 1 | . | -1 | 6 | -3 | .
CCc1ccccc1NC1=NCC(=O)N1Cc1ccccc1 | -19 | . | 0 | -35 | . | . | -2 | 3
COn1c(=O)c(-c2ccccc2)[n+]([O-])c2ccccc21 | 7 | 2 | -2 | 9 | -1 | -2 | -4 | -6
O=C(COC(=O)c1ccccc1-c1nc2ccccc2s1)NC1CCS(=O)(=O)C1 (centres undefined) | 5 | . | -2 | 1 | . | 19 | . | -3
COC(=O)c1ccccc1NC(=O)NCc1ccccn1 | 13 | . | -4 | 2 | . | . | 12 | 2
CC(=O)Nc1c(O)nc(SCC(=O)N2CCCCC2)[nH]c1=O | -11 | -2 | 5 | 7 | 2 | -16 | 0 | -3

Arranged by length of the SMILES (highest first): some entries from above.
SMILES | PAX8 inh HTS | EWS-Fli block | FN deposition inh | PGC1a acetyl inh | Casp6 inh | LGR2 antag | Cneo AK release | miR-122 sensor
C[C@@H]1CN([C@H](C)CO)C(=O)c2cc(NC(=O)CCCCCC(=O)Nc3ccccc3N)ccc2O[C@@H]1CN(C)Cc1ccncc1 | . | 7 | . | -1 | -3 | 8 | 1 | -4[16.7 µM]
C[C@@H]1CN([C@@H](C)CO)S(=O)(=O)c2ccc(C3=CCCCC3)cc2O[C@H]1CN(C)S(=O)(=O)c1ccc(F)cc1 | . | 32 | . | -27 | -1 | 16 | -13 | 5[16.7 µM]
Cc1cc(C(=O)Nc2cccc3c2O[C@H](CN(C)Cc2ccccc2)[C@H](C)CN([C@@H](C)CO)C3=O)n(C)n1 | 7 | -1 | . | . | 1 | -7 | -3 | 3[16.7 µM]
O=C(O)CC1(CC(=O)Nc2cc(C(F)(F)F)cc(C(F)(F)F)c2)CCCCC1 | 8 | 4 | -4 | 21 | -5 | -1 | -1 | -10
O=C(COC(=O)c1ccccc1-c1nc2ccccc2s1)NC1CCS(=O)(=O)C1 (centres undefined) | 5 | . | -2 | 1 | . | 19 | . | -3
Nn1c(SCC(=O)Nc2ccc3c(c2)OCCO3)nnc1-c1ccncc1 | . | . | 2 | -1 | -8 | -16 | -1 | 5
CC(=O)Nc1c(O)nc(SCC(=O)N2CCCCC2)[nH]c1=O | -11 | -2 | 5 | 7 | 2 | -16 | 0 | -3
CCn1c(-c2ccccc2)csc1=Nc1ccc(O)cc1 | -158 | -19 | -1 | . | 5 | -119 | . | .
COC(=O)c1ccccc1NC(=O)NCc1ccccn1 | 13 | . | -4 | 2 | . | . | 12 | 2
CCCN1CCC(=O)N(CCO)CC1 | 9 | -16 | 3 | 2 | -4 | -2 | -1 | -3
